Assay outcomes from PubChem BioAssay.
OX1R FRET antag – blocks the human orexin 1 receptor | OX1R-expressing cells, FRET antagonist read-out | inhibition, % at 6.6 µM | hit rate 1.8% among 330,000 | AID 485270; in the data active = inhibition mostly above about 38%, no sharp cut-off; inactive = mostly below about 40%;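 also: 0% = agonist challenge alone and 100% = reference antagonist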
Target sequence (O43613 whole entry, looked up): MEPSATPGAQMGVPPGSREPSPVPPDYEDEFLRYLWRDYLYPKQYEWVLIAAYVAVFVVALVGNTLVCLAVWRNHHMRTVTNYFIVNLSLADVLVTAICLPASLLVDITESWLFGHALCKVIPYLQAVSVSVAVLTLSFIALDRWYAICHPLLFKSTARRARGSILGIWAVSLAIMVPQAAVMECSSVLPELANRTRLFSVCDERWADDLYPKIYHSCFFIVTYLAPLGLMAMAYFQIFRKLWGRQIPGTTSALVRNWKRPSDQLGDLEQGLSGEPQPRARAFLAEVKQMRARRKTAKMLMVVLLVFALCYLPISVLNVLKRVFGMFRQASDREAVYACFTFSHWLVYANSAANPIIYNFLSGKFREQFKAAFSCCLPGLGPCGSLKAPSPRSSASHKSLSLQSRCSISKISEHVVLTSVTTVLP
STK33 inh – inhibitors of human STK33 kinase; hit rate 0.073% among 320,000; inhibition, % at 10 µM; purified STK33, MBP phosphorylation, ADP-Glo luminescence; AID 2661; Q9BYT3;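 active = inhibition at or above 25%, using the most active replicate where run in duplicate; inactive = inhibition below 25%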
Target sequence (Q9BYT3 whole entry, looked up): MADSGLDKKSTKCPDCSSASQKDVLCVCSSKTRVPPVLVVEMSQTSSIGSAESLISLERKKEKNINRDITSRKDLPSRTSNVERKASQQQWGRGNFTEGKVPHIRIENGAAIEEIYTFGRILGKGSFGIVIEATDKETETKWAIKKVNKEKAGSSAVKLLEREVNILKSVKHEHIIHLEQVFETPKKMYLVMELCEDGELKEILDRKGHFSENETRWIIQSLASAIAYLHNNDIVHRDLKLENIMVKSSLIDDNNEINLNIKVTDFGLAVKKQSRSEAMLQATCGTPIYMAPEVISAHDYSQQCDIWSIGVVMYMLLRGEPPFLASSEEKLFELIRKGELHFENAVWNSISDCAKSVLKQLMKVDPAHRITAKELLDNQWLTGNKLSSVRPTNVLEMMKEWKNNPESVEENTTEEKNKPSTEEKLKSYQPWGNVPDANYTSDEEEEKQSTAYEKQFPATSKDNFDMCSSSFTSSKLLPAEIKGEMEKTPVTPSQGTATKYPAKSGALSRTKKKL
Active calls of the source: *; x = no result given.

SMILES	OX1R FRET antag	STK33 inh
C=CCN1C(=O)C(CC(=O)NCC)SC1=Nc1ccc(S(N)(=O)=O)cc1 (stereo unspecified)	9	-3.1
COc1cc2cc(C(N)=O)c(N)nc2cc1OC	26	1.8
CCC(C)n1cnc2c(c1=O)c1nc3ccccc3nc1n2Cc1ccc(OC)cc1 (stereo unspecified)	20	-1.3
O=C(NCC1CC1)c1ccc(Oc2cc(Cl)cc(Cl)c2)o1	6	-0.4
CN1CCN(S(=O)(=O)c2ccc(N)cc2)CC1	11	-1.3
CCC(=O)Nc1ccc(S(=O)(=O)NCc2ccco2)cc1	3	-1.3
Cc1[nH]c(=O)cc2ccccc12	14	-2.2
COc1ccc(C(=O)Nc2ccc(C(=O)NCC3CCCO3)cc2)c(OC)c1OC (stereo unspecified)	7	0.3
CCOC(=O)C1=C(C)NC(=O)NC1c1ccc(F)cc1 (stereo unspecified)	7	-0.7
COCc1cc(Sc2c(Cl)cccc2Cl)nc(-c2ccccc2)n1	22	0.4
CN(C)c1ccc(CNC(=O)CCS(=O)(=O)c2ccc3c(c2)oc(=O)n3C)cc1	6	2.0
O=C(NC1CCCC1)C(c1ccccn1)N(C(=O)c1csnn1)c1ccccc1Cl (stereo unspecified)	3	-0.8
CC1=C(C(=O)OCC(C)C)C(c2ccsc2)C2=C(CCCC2=O)N1 (stereo unspecified)	2	-2.1
CC(=O)Nc1ccc(C2=NN(CC#N)C(=O)SC2)cc1	41	-2.1
Cc1ccc(N=C/C(C(=O)C(F)(F)F)=C(\O)c2cccs2)cc1	16	-1.4
O=C(c1ccccc1)N1CCC(CC2CC(c3ccc(Cl)cc3)=NO2)(C(=O)NCC2CCCCC2)CC1 (stereo unspecified)	32	-1.2
C(=N\Nc1ncnc2ccccc12)/c1ccccc1	31	3.2
O=C1[C@@H]2CSCN2C(=O)CN1Cc1c(F)cccc1Cl	-1	-1.4
Cc1cc(C)cc(NC(=O)CN2CCN(c3ccccn3)CC2)c1	10	1.3
O=C(NCCCN1CCOCC1)c1cc(-c2ccccc2)on1	5	-0.7
O=C(NCc1ccc2c(c1)OCO2)C1CCCN1C(=O)Nc1cccc(F)c1 (stereo unspecified)	37	0.2
CCN1CCCC(OC(=O)Nc2ccccc2)C1 (stereo unspecified)	-2	0.2
CC(=O)Nc1cc(C(=O)OCC(=O)c2ccc(C)cc2)ccc1C	25	-0.4
CCCC/C(C)=N/NC(=O)CN(c1ccc(Br)cc1)S(=O)(=O)c1ccccc1	-1	-3.0

A few values from the results shown.
COCc1cc(Sc2c(Cl)cccc2Cl)nc(-c2ccccc2)n1 in OX1R FRET antag: 22
O=C(NCC1CC1)c1ccc(Oc2cc(Cl)cc(Cl)c2)o1 in OX1R FRET antag: 6
CCN1CCCC(OC(=O)Nc2ccccc2)C1 (stereo unspecified) in STK33 inh: 0.2
C=CCN1C(=O)C(CC(=O)NCC)SC1=Nc1ccc(S(N)(=O)=O)cc1 (stereo unspecified) in STK33 inh: -3.1
O=C1[C@@H]2CSCN2C(=O)CN1Cc1c(F)cccc1Cl in STK33 inh: -1.4

Part of the list above in another layout:
SMILES | OX1R FRET antag | STK33 inh
C(=N\Nc1ncnc2ccccc12)/c1ccccc1 | 31 | 3.2
O=C(c1ccccc1)N1CCC(CC2CC(c3ccc(Cl)cc3)=NO2)(C(=O)NCC2CCCCC2)CC1 (stereo unspecified) | 32 | -1.2
O=C(NCc1ccc2c(c1)OCO2)C1CCCN1C(=O)Nc1cccc(F)c1 (stereo unspecified) | 37 | 0.2
O=C1[C@@H]2CSCN2C(=O)CN1Cc1c(F)cccc1Cl | -1 | -1.4
Cc1cc(C)cc(NC(=O)CN2CCN(c3ccccn3)CC2)c1 | 10 | 1.3
CC(=O)Nc1cc(C(=O)OCC(=O)c2ccc(C)cc2)ccc1C | 25 | -0.4

Additional compounds
SMILES	OX1R FRET antag	STK33 inh
CSc1nc(-c2ccccc2)nc(N2CCCC2)c1C(C)=O	12	-0.3
O=S(=O)(NCc1ccc(Cl)cc1Cl)c1ccc(N2CCOCC2)nc1	24	2.3
CC(=O)c1cccc(-n2nnnc2SCC(=O)NNC(=O)C2CCCCC2)c1	16	0.6
CC(C)(C)N(Cc1ccccc1)C(=O)c1ccc2c(c1)OCCO2	22	1.0
COc1ccc(N2CCN(C(C)C(=O)N3CCc4ccccc43)CC2)cc1 (stereo unspecified)	11	0.1
Cc1c(Cl)cccc1N=C(N)N=C(N)N	8	-0.9
Cn1c(=O)c(C(=O)NCC2CCCO2)c(O)c2ccccc21 (stereo unspecified)	13	-0.7
Cc1ccc2occ(/C=N/NC(=O)c3ccccc3Br)c(=O)c2c1	1	0.7
CC(=O)c1ccc(-n2c(CCC(=O)O)ccc2-c2ccc(Cl)cc2)cc1	10	-0.6
CCOc1ccccc1-n1c(SCC(N)=O)nnc1-c1cccnc1	16	-1.6
COc1cccc(/C=N/NC(=O)c2cccc([N+](=O)[O-])c2)c1OS(=O)(=O)c1ccc(C)cc1	27	1.6
Clc1ccc(-c2nc3ncccn3c2Cl)cc1	48	0.2
Oc1ccc2ccccc2c1CN1CCN(C/C=C/c2ccccc2)CC1	13	-1.4
CC/C(=N\NC(=O)CCC(=O)NCc1ccccc1)c1ccc(O)cc1	10	-0.1
CN(C)c1ccc(/C=c2/sc3n(c2=O)NC2(c4ccccc4)N(C)C(=O)N(C)C2(c2ccccc2)N=3)cc1 (stereo unspecified)	-5	-1.2
Cc1ccc(SCCSc2ncccn2)cc1	19	0.4
CCNC(=O)NC(C(=O)OC)C12CC3CC(CC(C3)C1)C2 (stereo unspecified)	15	0.4
COc1cc(C(=O)NCc2cn3cccc(C)c3n2)cc(OC)c1OC	8	-1.3
CCOC(=O)Cn1c(S(=O)(=O)Cc2ccccc2)nc2ccccc21	6	-0.9
CN(C)CCNc1ncnc2c1sc1nc(N3CCOCC3)c3c(c12)CC(C)(C)SC3	12	1.3
CCOC(=O)c1c(NC(=O)CSc2nnc(-c3c[nH]c4ccccc34)n2C)sc2c1CCCC2	33	-0.5
CC(C)OCCCNC(=O)Cn1ncc2c(=O)oc3ccccc3c21	34	0.2
O=C(NCc1nnnn1-c1ccc(F)c(F)c1)c1cc2ccccc2o1	0	-1.7
O=C(/C=C/c1ccccc1Cl)c1ccc(O)cc1	17	4.0
CN1CCN(NC(=O)c2ccc(Br)s2)CC1	8	-0.5
COc1ccccc1N1CCN(C(=O)C2CCN(S(=O)(=O)c3ccc(Cl)cc3)CC2)CC1	22	-1.6
COCCCNC(=O)Cn1c(=O)n(CC(=O)N2CCCCC2)c(=O)c2sccc21	10	-1.4
COc1ccc(N2CCN(C(c3cccc(OC)c3OC)c3nnnn3C3CCCC3)CC2)cc1 (stereo unspecified)	22	-0.9
CCOC(=O)c1ccn(-c2nc(-c3ccco3)cc(C(F)(F)F)n2)n1	15	0.3
O=C(COc1ccc(-c2ccccc2)cc1)NNC(=O)Nc1ccccc1	3	-0.5
CCN(CC)S(=O)(=O)c1cccc(NC(=O)c2ccccc2Br)c1	6	0.7
Cc1ccccc1NCN1C(=O)C2C3C=CC(C3)C2C1=O (stereo unspecified)	6	-0.8
CCCCCCNC(=O)CCc1nc2cccnc2n1Cc1ccc(OC)cc1	x	-1.6
CC(=O)Oc1ccc2c(c1)c(C(C)=O)c(C)n2C	5	1.0
CCCCNc1ccc2oc(-c3ccc(OC)cc3)c(-c3ccc(OC)c(F)c3)c2c1	8	0.4
Nc1nc2c(nc(SCc3ccccc3Br)n2C2OC(CO)C(O)C2O)c(=O)[nH]1 (stereo unspecified)	14	0.4
CCN(C[C@H]1N[C@@](C)(C(=O)OC)[C@H]2C(=O)N(Cc3ccccc3)C(=O)[C@@H]12)C(=O)Nc1ccc(Cl)cc1	5	0.3
C[C@H](CO)N1C[C@H](C)[C@@H](CN(C)S(=O)(=O)c2ccc(F)cc2)Oc2c(NS(=O)(=O)c3ccccc3)cccc2C1=O	-2	x
COc1ccc(NC(=O)C(=O)N/N=C/c2cccnc2)cc1	5	-1.1
O=C(O)c1ccccc1NCc1ccncc1	24	-0.6
Cc1nn(-c2ccc(F)cc2)c2sc(C(=O)N3CCCCCC3)cc12	6	-0.7
CCCC(=O)c1ccc(N2CCCC2)c(F)c1	23	-1.3
C=CCSc1nc(N2CCOCC2)c2c(c1C#N)CC(C)(C)N(C)C2	15	x
Cc1cc(Nc2ccc(F)cc2)n2nc(C)nc2n1	8	-1.1
CC(C)(C)CN1CCC(Oc2cccc(C(=O)N3CCC[C@H]3CO)c2)CC1	-1	-0.8
CCC(=O)Nc1nc2ccccc2n1Cc1ccccc1Cl	30	-1.7
CCCCc1c(C)nc2nc(SCc3ccc(Cl)cc3)[nH]n2c1=O	x	-0.2
COc1ccc2[nH]c(CN3CCN(C(C)C)C(CCO)C3)c(C)c2c1 (stereo unspecified)	23	0.8
O=C(NCc1ccc(Cl)cc1)C1CCCO1 (stereo unspecified)	9	-0.7
Oc1cccc(/C=N/Nc2ccc(Cl)nn2)c1	-3	-0.9
OCCC1CN(Cc2cccn2-c2nccs2)CCN1C1CCCCC1 (stereo unspecified)	5	-1.3
Cc1cc(C)n(CCCNCC(O)c2ccccc2)n1 (stereo unspecified)	5	-0.9
CC(=O)Nc1ccc(N=Cc2nc(-c3ccc(C)cc3)oc2O)cc1	3	-0.2
COc1ccc2oc(=O)c(C(=O)Nc3cccc(C)c3)cc2c1	15	0.6
Cc1nn2c(=O)nc3sc4c(c3c2[nH]c1=O)CCCC4	25	2.8
Cc1cccc(NCCC(=O)c2ccc([N+](=O)[O-])cc2)c1C	42*	-1.4
Cc1ccc(NC(=O)c2ccccc2F)c(NC(=O)c2ccccc2F)c1	7	-0.9
CCC(Sc1nc(N)c(NC(=O)c2ccc(OC)cc2)c(=O)[nH]1)C(=O)O (stereo unspecified)	5	-0.5
O=c1c(-c2ccnn2-c2cccc(Cl)c2)cnc2n1CCS2	2	0.5
O=C(CSc1nnnn1-c1cccnc1)Nc1ccc(F)cc1F	10	-1.9

OX1R FRET antag, what is marked active above
SMILES	OX1R FRET antag	STK33 inh
Cc1cccc(NCCC(=O)c2ccc([N+](=O)[O-])cc2)c1C	42*	-1.4

Next part
SMILES	OX1R FRET antag	STK33 inh
Cc1ccc(C(=O)NNC(=O)C2CCN(c3nc(C)cc(C)n3)CC2)cc1	0	-1.2
CN1/C(=C\C=N\O)C(C)(C)c2ccccc21	20	17
C[C@H]1CN=C(Nc2ccccc2)N1CCCC1CCCC1	24	-0.9
COc1ccccc1C(=O)NC(=O)CSc1nc2nc(C)cc(C)n2n1	2	-1.4
CCOC(=O)N1CCN(C(=O)C2CCN(S(=O)(=O)c3cc(C)ccc3OC)CC2)CC1	16	3.0
CCOP(=O)(OCC)c1nc(-c2ccccc2)oc1NCc1ccccc1	-9	6.7
CCOC(=O)c1cc2c(ccn2C)n1CC(=O)N1C(C)CCCC1C (stereo unspecified)	36	-1.5
COc1ccc2[nH]c(C(=O)O)c(NS(=O)(=O)c3ccc(Cl)s3)c2c1	5	-0.4
c1cncc(-c2csc(NCc3ccco3)n2)c1	15	0.4
COc1ccc(/C=N/Nc2ccc(C(=O)O)cc2)cc1OC	28	0.1
O=C1NC[C@@H](c2ccccc2)OC(=O)[C@H](Cc2ccc(F)cc2)CC/C=C/C[C@H]1CC(=O)N(CCO)Cc1ccccc1	28	-2.4
COc1ccc(/C=N/NC(=O)CCNc2n[nH]c(=O)[nH]c2=O)c(OC)c1	4	0.3
COC(=O)C1CCN(Cc2nnc(-c3ccccc3)o2)CC1	10	-0.6
COc1ccc(CCNC(=O)Cn2c(=O)[nH]c3ccsc3c2=O)cc1OC	20	-0.2
CCN(CC)S(=O)(=O)c1cc(-c2nnc(-c3ccc(Br)cc3)o2)ccc1Br	27	-0.8
COc1cccc(CC(=O)Nc2ccc(S(=O)(=O)Nc3nccs3)cc2)c1	10	-2.7
N#C/C(=C\c1ccc2c(c1)OCO2)C(N)=S	0	2.1
C=CCOC(=O)C(C#N)c1nc2ccccc2nc1N1CCCC1 (stereo unspecified)	16	0.1
O=C(O)Cn1ccc2cc(S(=O)(=O)N3CCCCCC3)ccc21	5	0.6
Cc1ccc(C(=O)N2CCCCC2)cc1S(=O)(=O)N1CCCCCC1	11	-1.7
CC(=O)c1ccc(OCCCC(=O)Nc2cc(S(=O)(=O)N(C)C)ccc2C)cc1	-4	-2.1
CCN(CC(=O)Nc1ccccc1-c1ccccc1)Cc1nc2ccccc2c(=O)[nH]1	67*	-1.0
Cn1ccnc1C(O)(c1nnc(-c2ccccc2)o1)C(F)(F)F (stereo unspecified)	-1	1.1
O=C(COC(=O)c1cccs1)NCCC1=CCCCC1	9	-2.2
CCOC(=O)/C=C1\CN(CCC(C)C)S(=O)(=O)c2ccccc21	18	-1.2
O=C(COC(=O)c1cnccn1)Nc1ccc(Cl)cc1C(F)(F)F	11	x
CCc1ccc(NC(=O)COc2ccc(F)cc2C(=O)c2cnn(-c3ccccc3)c2)cc1	10	-0.9
Cc1ccccc1NC(=O)CSc1nnc(CNC(=O)c2ccco2)n1C	14	x
O=C(Nc1nc2ccsc2c(=O)s1)c1ccc(F)cc1Cl	3	-1.1
COc1ccccc1-n1c(SCC(N)=O)nc2c(c1=O)SCC2	16	x
C=CCNC(=O)NC(=O)COC(=O)c1nc2nccc(C)n2n1	5	-0.8
Cc1ccc(OCC(=O)O/N=C(\N)c2cccnc2)cc1	10	0.4
COc1cccc(-c2cccc(NC(=O)C3CCN(Cc4cccc(C)n4)CC3)c2)c1	20	-2.1
O=C(NC(NC(=S)Nc1cccc(Cl)c1)C(Cl)(Cl)Cl)OCc1ccccc1 (stereo unspecified)	37	0.3
NS(=O)(=O)c1ccc(CNC(=O)c2ccccn2)cc1	11	-3.6
Cc1cccc(NC(=O)COC(=O)c2cccs2)c1C	10	0.9
